Compound activity deposited in PubChem by several laboratories.
PKA kinase inh – inhibitors of human PKA kinase activity, primary screen, biochemical, ATP-depletion luminescence, Kemptide substrate; PKA Kemptide phosphorylation, Kinase-Glo ATP luminescence; cAMP-dependent protein kinase catalytic subunit alpha (Homo sapiens), P17612; AID 524, 2006; inhibition, % at 6 µM; actives 0.1% (n = 65,000);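 active means inhibition above the screen-wide mean inhibition plus 3 SD, cut at about 21% in these data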; further: many of its hits are not listed in these tables
Jurkat viability – cytotoxicity toward Jurkat T cells, primary screen, cytotoxicity control, cell-based, Jurkat E6.1, 60K MLSMR library | Jurkat E6.1 viability, ATP luminescence, 48 h | inhibition, % at 4 µM | actives 1.2% (n = 56,000);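 active means inhibition above the mean inhibition of all tested compounds plus 3 SD, cut at about 28% in these data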
ROCK2 inh – inhibitors of human ROCK2 kinase, primary screen, biochemical, high-throughput, luminescence; actives 0.35% (n = 60,000); inhibition, % at 6 µM; purified ROCK2, Kinase-Glo ATP depletion luminescence; AID 604, 2007;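 active means inhibition above the screen-wide mean inhibition plus 3 SD, cut at about 18% in these data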;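 further: plate controls were DMSO wells for no effect and Y-27632 control wells after no-enzyme background subtraction for full effect; many of its hits are not listed in these tables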
Target sequence (O75116 whole entry, looked up): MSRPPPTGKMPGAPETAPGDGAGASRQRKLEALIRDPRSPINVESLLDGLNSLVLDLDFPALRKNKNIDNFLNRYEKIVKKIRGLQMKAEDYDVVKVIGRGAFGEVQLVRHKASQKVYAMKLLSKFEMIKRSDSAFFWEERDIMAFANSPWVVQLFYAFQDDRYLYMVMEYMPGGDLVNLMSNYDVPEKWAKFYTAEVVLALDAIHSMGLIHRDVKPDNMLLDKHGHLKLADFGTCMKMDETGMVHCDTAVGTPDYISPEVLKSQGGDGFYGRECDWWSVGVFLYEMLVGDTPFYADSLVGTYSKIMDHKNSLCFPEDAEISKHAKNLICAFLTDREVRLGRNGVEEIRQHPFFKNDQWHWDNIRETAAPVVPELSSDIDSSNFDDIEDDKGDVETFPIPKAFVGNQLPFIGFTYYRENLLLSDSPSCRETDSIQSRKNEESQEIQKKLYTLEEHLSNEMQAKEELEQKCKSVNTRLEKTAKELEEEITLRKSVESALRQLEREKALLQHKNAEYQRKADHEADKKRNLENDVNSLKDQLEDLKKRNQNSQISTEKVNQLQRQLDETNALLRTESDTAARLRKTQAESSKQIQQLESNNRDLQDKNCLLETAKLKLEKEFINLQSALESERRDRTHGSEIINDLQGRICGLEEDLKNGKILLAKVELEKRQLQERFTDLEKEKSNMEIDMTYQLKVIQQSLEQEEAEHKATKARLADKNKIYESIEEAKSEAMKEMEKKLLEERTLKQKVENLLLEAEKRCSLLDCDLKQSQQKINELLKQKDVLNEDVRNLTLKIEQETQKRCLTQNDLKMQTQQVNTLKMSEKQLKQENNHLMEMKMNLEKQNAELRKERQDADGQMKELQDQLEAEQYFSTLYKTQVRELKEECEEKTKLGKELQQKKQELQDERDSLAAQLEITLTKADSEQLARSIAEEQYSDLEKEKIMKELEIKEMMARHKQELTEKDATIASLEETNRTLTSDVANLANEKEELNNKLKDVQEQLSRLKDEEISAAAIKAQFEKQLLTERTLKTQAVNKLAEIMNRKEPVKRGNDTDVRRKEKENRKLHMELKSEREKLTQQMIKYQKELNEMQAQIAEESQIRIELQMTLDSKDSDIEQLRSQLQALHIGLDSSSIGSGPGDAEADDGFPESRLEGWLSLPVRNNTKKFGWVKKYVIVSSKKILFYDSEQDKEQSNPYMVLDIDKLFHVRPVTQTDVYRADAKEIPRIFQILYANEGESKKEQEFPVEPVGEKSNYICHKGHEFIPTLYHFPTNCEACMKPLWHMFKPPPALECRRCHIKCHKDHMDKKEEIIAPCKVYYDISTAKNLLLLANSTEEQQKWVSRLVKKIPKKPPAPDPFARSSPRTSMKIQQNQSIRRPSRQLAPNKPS
TNAP act DEA – human TNAP enzyme activators, primary screen, biochemical, luminescent, intermediate phosphate acceptor level. purified TNAP, CDP-star luminescence, 100 mM DEA, 30 min; hits give high values; scale: 0 levamisole-inhibited, 1 vehicle-only enzyme. activation factor at 20 µM. 64,000 tested, under 10 active;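 active means activation factor of at least 2 at 20 µM, relative to controls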
HEK293 NFkB inh – inhibitors of PMA/ionomycin-induced NF-kB reporter, primary screen, antigen receptor NF-kB inhibitor project, cell-based, HEK-293 luciferase reporter, luminescence | HEK-293 NF-kB luciferase reporter | inhibition, % at 3 µM | actives 0.21% (n = 62,000) | AID 465, 2006;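 active means inhibition above the mean of all tested compounds plus 3 SD, cut at about 40% in these data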;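 further: 0% = stimulated DMSO wells and 100% = 10 µM reference inhibitor 5653914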
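System – HEK-293 cells with stable firefly luciferase reporter driven by four HIV NF-kB elements · Doses – one dose, 3 µM · Schedule – 1 h compound pre-incubation, 16 h PMA/ionomycin at 37 °C · Technique – luminescence from luciferase substrate reagent · Measure – percent inhibition normalized per plate to DMSO and reference-inhibitor controls · Replicates – tested once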
DUSP1 inh – MKP-1 phosphatase inhibitors, primary screen, biochemical, in vitro; inhibition, %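 (compounds tested at a single concentration somewhere between 10 and 100 µM)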; actives 0.15% (n = 65,000); recombinant MKP-1, OMFP hydrolysis fluorescence; AID 374, 2006;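 active means inhibition above about 50%, limit read from the data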;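 further: 0% = DMSO max control wells and 100% = wells with enzyme stopped by NaOH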
MMP13 inh – human MMP13 inhibitors, primary screen, biochemical, FRET peptide cleavage | actives 0.07% (n = 65,000) | AID 570, 2006 | inhibition, % at 4 µM | MMP-13 fTHP FRET cleavage, Mca fluorescence | Collagenase 3 (Homo sapiens), P45452;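 active means inhibition above the mean of compound-free control plate wells plus 3 SD, cut at about 14% in these data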;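 further: 0% = DMSO wells and 100% = wells with reference MMP-13 inhibitor after basal subtraction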
JNK3 blocker – JNK3 kinase activity inhibitors, primary screen, biochemical, human, purified enzyme; HTS; inhibition, % at 8 µM; actives 0.61% (n = 60,000); AID 746, 2007; in the data active means inhibition above about 17%;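 further: 0% = DMSO and 100% = reference inhibitor; many of its hits are not listed in these tables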
Cdc25B block – inhibitors of Cdc25B phosphatase catalytic domain, primary screen, biochemical, OMFP fluorescence | actives 0.1% (n = 65,000) | inhibition, %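 (compounds tested at 10 µM final in the well)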 | recombinant Cdc25B, OMFP fluorescence Ex485/Em525; in the data active means inhibition above about 50%
Active calls of the source: *; . = not tested or not shown; [ ] = dose if it differs, or a comment.

SMILES,PKA kinase inh,Jurkat viability,ROCK2 inh,TNAP act DEA,HEK293 NFkB inh,DUSP1 inh,MMP13 inh,JNK3 blocker,Cdc25B block
COc1ccc(N(CC(=O)N2CCN(C)CC2)S(C)(=O)=O)cc1OC,4,-7,5,1,5,3,1,0,-6
O=C1c2ccccc2C(O)(Cc2ccccc2)N1C1CCCCC1 (configuration not stated),6,-2,2,1,6,7,2,1,-8
COc1ccc(C(NC(N)=O)c2ccccc2)cc1 (configuration not stated),0,-3,0,0.9,9,5,3,3,2
O=C(O)CC(NCc1ccco1)C(=O)OCC1CCCO1 (configuration not stated),-6,.,0,1,.,-10,-5,2,-30
O=C(Nc1cccnc1)c1c(F)cccc1F,4,-1,-4,0.9,15,21,-11,-8,0
COc1ccc(-n2cnnc2SC(C)c2nc3sc(C)c(C)c3c(=O)[nH]2)cc1 (configuration not stated),5,.,.,0.9,3,31,3,.,0
CCOC(=O)c1c(NC(=O)CSc2nnc(-c3cccnc3)n2Cc2ccco2)sc(C)c1C,-3,4,-1,0.9,14,39,4,8,-9
COc1cccc(Oc2nnnn2-c2ccccc2)c1,0,6,1,0.9,-11,-11,0,1,8
Cc1ccc(-c2nnc(SCc3ccccc3F)o2)cc1,12,1,2,0.9,-27,-3,5,2,-11
CC(C)N(CCNC(=O)C1CCC(=O)N1Cc1ccc(F)cc1)Cc1ccccc1 (configuration not stated),9,-4,5,.,29,2,3,2,-19
CN(C)S(=O)(=O)c1ccc(C(=O)NCCOc2ccccc2)cc1,0,5,2,1,-14,0,-1,3,-14
OC(COc1ccccc1Cl)CN1CCN(CC(O)COc2ccccc2Cl)CC1 (configuration not stated),7,-4,6,0.9,15,-9,5,3,-11
CCS(=O)(=O)N1CCCC(C(=O)NCCc2ccc(OC)c(OC)c2)C1 (configuration not stated),7,4,0,0.9,-1,0,4,-6,-20
Cc1nc2c(=O)n(C)c(=O)[nH]c2n1Cc1ccccc1,6,.,4,0.9,.,-37,-24,0,32
COc1ccc(-c2nc3n(c(=O)c2C#N)CCCS3)cc1,-1,.,.,1,10,-4,-11,.,-15
CCc1ccc(N(C(C)=O)C2C=CS(=O)(=O)C2)cc1 (configuration not stated),9,-8,8,1,0,-10,2,-1,-2
CCN(CC)S(=O)(=O)c1cccc(C(=O)NC(C(=O)NC2=NCCS2)C(C)C)c1 (configuration not stated),0,4,-1,0.9,8,24,2,-8,13
C=CCn1c(Oc2cc(C)ccc2C)nc2c1c(=O)n(C)c(=O)n2C,7,-3,2,0.8,12,-15,-2,4,-2
CCOC(=O)CSc1nnc(Cc2ccccc2)n1Cc1ccco1,1,12,-3,0.9,10,-7,-6,-8,-3
O=C(N/C(=N\O)c1ccccc1)Nc1ccc(Cl)cc1,4,0,-1,0.9,9,9,7,-1,-9
COC(=O)[C@H](Cc1ccccc1)NC(=O)N1CCCCC1C (some centres not stated),0,2,-2,0.9,8,2,-2,-6,0
Cc1ccccc1NC(=O)Cn1nnc(-c2ccc(N3CCOCC3)cc2)n1,13,1,5,0.8,7,-4,2,0,5
O=C(O)Cn1nnn(-c2ccccc2)c1=S,3,6,-2,0.9,-4,8,1,4,-6
Cc1cc(N=Cc2cc(Br)ccc2O)no1,9,-5,6,0.8,2,-5,10,0,-5
CC(C)C(NC(=O)C1CCCCC1)C(=O)NC1CCN(Cc2ccccc2)CC1 (configuration not stated),9,-4,7,1,16,8,5,0,-1
O=S(=O)(NCCSc1ccccc1)c1cccs1,10,3,5,0.8,10,-10,10,5,-8
CSc1nnc([C@H](C)NC(=O)OC(C)(C)C)o1,0,4,-4,1,12,-4,0,5,8
Cc1c(NC(=O)CN2CCCc3ccccc32)c(=O)n(-c2ccccc2)n1C,-4,-7,0,0.9,11,12,2,-6,-5
COc1ccc(-n2c(SCC(=O)N3CCCCC3)nc(O)cc2=O)cc1,-3,-9,6,0.9,-4,5,-2,-3,-2
COc1ccccc1NC(=O)CN(c1ccccc1F)S(C)(=O)=O,8,-8,4,0.9,-4,-4,2,8,-9

Brought forward from above: two compounds, followed by the next part.
SMILES,PKA kinase inh,Jurkat viability,ROCK2 inh,TNAP act DEA,HEK293 NFkB inh,DUSP1 inh,MMP13 inh,JNK3 blocker,Cdc25B block
COc1ccc(-n2c(SCC(=O)N3CCCCC3)nc(O)cc2=O)cc1,-3,-9,6,0.9,-4,5,-2,-3,-2
COc1ccccc1NC(=O)CN(c1ccccc1F)S(C)(=O)=O,8,-8,4,0.9,-4,-4,2,8,-9
CCOC(=O)c1cnn(-c2ncnc3c2oc2ccccc23)c1N,-7,6,-6,1,-3,-7,0,-3,9
COC(=O)Cn1c(=O)c2c(nc3n2CC(C)CN3c2ccc(C)c(C)c2)n(C)c1=O (configuration not stated),2,-5,4,0.8,18,-4,-3,-3,-16
c1ccc(Oc2cccc(OCCCn3cncn3)c2)cc1,1,3,3,1,14,1,1,4,-20
COc1ccc2ccccc2c1C(O)c1nccn1C (configuration not stated),6,-2,2,0.9,14,11,-2,-2,4
CCCC(C(=O)N1CCOCC1)N1C(=O)C2C3C=CC(C3)C2C1=O (configuration not stated),7,4,-1,1,6,10,5,-4,18
CC(=O)Nc1cccc(NC(=O)c2cc3ccccc3o2)c1,6,5,1,0.9,-31,-1,1,0,-23
COc1ccc(-c2noc(CN3C(=O)c4ccccc4C3=O)n2)cc1,0,-10,3,0.9,20,-4,-2,1,-3
Cc1cc(NC(=O)NC2CCCN2S(=O)(=O)c2ccc(Cl)cc2)no1 (configuration not stated),9,-4,7,0.9,7,2,-2,6,-16
COc1ccc(-c2csc3nc(C)n(-n4cccc4)c(=O)c23)cc1OC,5,-6,0,1,20,5,4,5,-6
Oc1ccccc1-c1nc(N2CCN(Cc3ccccc3)CC2)c2ccccc2n1,7,-1,1,0.9,10,-16,-5,4,-4
CCOCCCN1C(=O)CN(C2CCCCCC2)C(=O)C1c1ccc(OC)cc1 (configuration not stated),4,.,.,0.9,5,34,-5,.,-11
NCCc1nnc(SCc2c(F)cccc2Cl)o1,10,-3,1,0.9,13,8,6,-4,-4
Cc1onc(-c2ccccc2Cl)c1C(=O)Nc1ccc(-c2cn3cccnc3n2)cc1,-3,.,.,1,4,38,-316[fluorescence artefact?],.,-10
CC(NS(=O)(=O)c1ccccc1)C(=O)Nc1nccs1 (configuration not stated),6,-4,6,1,1,4,-1,1,0
COc1ccc(CCNC(=O)CN2CCN(c3cccc(Cl)c3)CC2)cc1OC,5,1,3,1,13,3,-4,-3,-7
N#Cc1c(N)nc(SCc2ccncc2)c(C#N)c1-c1cccs1,1,14,4,0.8,31,4,-6,21*,0
O=C(NCc1ccccc1)NC1(C(=O)N2CCCC2)CCCCC1,14,-3,4,1,13,-16,3,4,-8
CCC1S/C(=C(\C#N)C(=O)NCc2ccco2)N(c2ccc(F)cc2)C1=O (configuration not stated),9,-1,2,0.9,15,-11,2,-4,1
CCOC(=O)c1cc2sc(C)cc2n1CC(=O)Nc1cccc(C)c1C,5,0,1,0.9,13,2,0,2,4
O=C(CN1CCN(Cc2ccc(Cl)cc2)C1=O)NCCN1CCCC1,6,0,1,1,10,-1,-10,-4,-6
CCN1CCCC1CNCc1ccc(Cl)cc1Cl (configuration not stated),-1,-1,6,0.8,-12,-18,3,-4,1
CN(C)c1ccc(CN(C(=O)c2ccco2)C2CCS(=O)(=O)C2)cc1 (configuration not stated),-11,-4,-2,0.9,11,-7,3,-18,20
COc1ccc2c(c1OC)C(=O)OC2CC(=O)c1ccc2c(c1)OCO2 (configuration not stated),-2,.,.,0.8,13,9,1,.,-2
CC(C)COc1cc(=O)[nH]c(SCC(C)C)n1,8,0,6,0.9,15,17,2,3,-12
O=C(Nc1ccc2nn(-c3ccccc3)nc2c1)c1ccc2c(c1)OCO2,-9,21,-14,0.9,-2,33,-42,-4,-13
COc1ccc2[nH]c(=O)c(-c3noc(-c4ccccc4)n3)cc2c1,-4,-12,9,0.9,-5,19,-48,5,1
Cc1ccc(C(=O)CSc2nnc(COc3cccc(C)c3)o2)cc1,3,-8,8,0.9,10,18,-2,-3,7
CCNc1cc(=O)n(C)c(=O)n1C,6,1,-4,0.9,9,17,-2,9,-14
COC(=O)c1ccccc1NC(=O)COC(=O)c1ccc(C)c(NC(=O)c2ccco2)c1,7,-1,6,1,0,27,-19,5,-9
N#Cc1nc(Cc2ccccc2)oc1N1CCC(C(N)=O)CC1,5,-6,3,0.9,15,-12,-4,0,-12
CC1(C)CC2CC(C)(CN2C(=O)COC(=O)Cn2[nH]c(=O)c3ccccc3c2=O)C1 (configuration not stated),7,-2,4,1,16,13,-1,-3,-5

JNK3 blocker: entries above that show a hit
canonical_smiles	PKA kinase inh	ROCK2 inh	TNAP act DEA	DUSP1 inh	MMP13 inh	JNK3 blocker	Cdc25B block
N#Cc1c(N)nc(SCc2ccncc2)c(C#N)c1-c1cccs1	1	4	0.8	4	-6	21*	0

Laid out differently: entries from further up
> CCN1CCCC1CNCc1ccc(Cl)cc1Cl (configuration not stated)
  PKA kinase inh = -1; Jurkat viability = -1; ROCK2 inh = 6; TNAP act DEA = 0.8; HEK293 NFkB inh = -12; DUSP1 inh = -18; MMP13 inh = 3; JNK3 blocker = -4; Cdc25B block = 1
> CN(C)c1ccc(CN(C(=O)c2ccco2)C2CCS(=O)(=O)C2)cc1 (configuration not stated)
  PKA kinase inh = -11; Jurkat viability = -4; ROCK2 inh = -2; TNAP act DEA = 0.9; HEK293 NFkB inh = 11; DUSP1 inh = -7; MMP13 inh = 3; JNK3 blocker = -18; Cdc25B block = 20
> COc1ccc2c(c1OC)C(=O)OC2CC(=O)c1ccc2c(c1)OCO2 (configuration not stated)
  PKA kinase inh = -2; Jurkat viability = .; ROCK2 inh = .; TNAP act DEA = 0.8; HEK293 NFkB inh = 13; DUSP1 inh = 9; MMP13 inh = 1; JNK3 blocker = .; Cdc25B block = -2
> CC(C)COc1cc(=O)[nH]c(SCC(C)C)n1
  PKA kinase inh = 8; Jurkat viability = 0; ROCK2 inh = 6; TNAP act DEA = 0.9; HEK293 NFkB inh = 15; DUSP1 inh = 17; MMP13 inh = 2; JNK3 blocker = 3; Cdc25B block = -12
